Screening data from PubChem BioAssay.
mec2-1: NCI yeast anticancer drug screen, S. cerevisiae mec2-1 strain | % growth inhibition at 50 µM | AID 157 | 79,000 tested, 9% active;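 note: 0% = growth of vehicle-only cultures of the same strain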
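Yeast mec2-1 mutant treated with compound. Readout: growth inhibition vs vehicle controls.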
rad50: NCI yeast anticancer drug screen, S. cerevisiae rad50 strain. % growth inhibition at 50 µM. 79,000 tested, 10% active. AID 155;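 note: 0% = growth of vehicle-only cultures of the same strain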
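Readout: growth inhibition relative to vehicle-treated cultures. Compound exposure was carried out in a genetically defined yeast strain deficient in DNA damage repair.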
sgs1 mgt1: NCI yeast anticancer drug screen, S. cerevisiae sgs1 mgt1 strain; growth inhibition, % at 50 µM; 78,000 tested, 10% active;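 note: 0% = growth of vehicle-only cultures of the same strain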
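Compounds are added to genetically altered yeast, and growth is compared with cultures given vehicle alone to give percent inhibition.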
yeast cln2 rad14: NCI yeast anticancer drug screen, S. cerevisiae cln2 rad14 strain; growth inhibition, % at 50 µM; 78,000 tested, 8.3% active; AID 165;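 note: 0% = growth of vehicle-only cultures of the same strain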
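Growth of compound-exposed yeast (cln2 rad14 genotype) measured and expressed as inhibition relative to vehicle.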
yeast bub3: NCI yeast anticancer drug screen, S. cerevisiae bub3 mutant strain | growth inhibition, % at 50 µM | 78,000 tested, 9.9% active;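 note: 0% = growth of vehicle-only cultures of the same strain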
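In this screen, a yeast mutant lacking normal mitotic checkpoint function is challenged with compound. Relative growth versus vehicle gives the inhibition value.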
mlh1 rad18: NCI yeast anticancer drug screen, S. cerevisiae mlh1 rad18 strain; growth inhibition, % at 50 µM; 79,000 tested, 11% active;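 note: 0% = growth of vehicle-only cultures of the same strain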
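Vehicle-treated cultures served as the reference for growth inhibition in a yeast strain carrying DNA damage repair alterations exposed to each compound.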
The depositor's hits bear a star; nt = not tested or not shown; & = joins results of further samples. Cut-off read from the data, not from the text of the source: active = growth inhibition above about 70%; inactive = the rest.

Each structure is followed by: mec2-1, rad50, sgs1 mgt1, yeast cln2 rad14, yeast bub3, mlh1 rad18
- O=[N+]([O-])c1cccnc1Sc1ccccc1C1=NCCCN1
 : -12, -6, -3, 20, -4, -4
- COc1ccc2[nH]c3c(C)c4cc[n+](C)cc4c(C)c3c2c1
 : 57&21, 65&32, 36&46, 23&39, 34&23, 57
- Clc1ccc([I+]c2ccc(Cl)cc2)cc1
 : 96*, 96*, 97*, 97*, 97*, 97*
- Cc1cc(C)n(/N=C/c2ccccc2)c(=O)c1C#N
 : -10, 7, 1, -1, 36, 0
- Cc1cc(=O)[nH]c(SCC(=O)c2ccccc2)n1
 : -3, 14, -1, -31, -1, 4
- COc1ccc2c(c1)CCC1=C2C=C[P+]1(C)C
 : 100*, 100*, 100*, 95*, 100*, 100*
- CNC(=O)Nc1cc(Cl)c(OC)cc1OC
 : -10, 10, -15, -43, 19, 2
- COc1cc2c(cc1OC)C(=O)N(c1ccc(O)cc1)C2=O
 : -18, -8, -8, 21, 12, 4
- O=C(Nc1ccc(Cl)cc1)c1cc2cc(N=Nc3ccc(Br)cc3)ccc2oc1=O
 : 10, -18, -13, -2, -24, -7
- CCOC(=O)c1cnc(SC)nc1Nc1ccc(C)cc1C
 : 6, 9, 3, -6, -2, -4
- NC(=S)NCc1ccccc1C(O)c1ccccc1 (stereo not given)
 : 14, 19, -1, 18, 18, 21
- Cc1ccccc1/C=C1\CC(C)(C)c2ccccc2C1=O
 : 0, 10, 4, -20, -5, 38
- Nc1nnc2nc(C(C(=O)/C=C\c3cccc(O)c3)c3nc4nnc(N)n4[nH]c3=O)c(=O)[nH]n12
 : 15, 30, 20, 2, -5, 20
- COc1ccc(-c2cc(C(=O)Nc3cc(C(F)(F)F)cc(C(F)(F)F)c3)c3ccccc3n2)cc1
 : -21, 3, 0, 2, 0, -30
- Cc1ccc(O)c(Cc2ccccc2Cl)c1
 : 99*, 99*, 99*, 99*, 93*, 99*
- Cc1csc(NNC(=O)Nc2ccccc2)n1
 : 14, 37, -35, 18, -9, 8
- C/C(=N\NC(N)=O)C1(O)CCCCC1
 : -27, -15, -17, 4, -19, -11
- O=C(OC1COC(Br)C(OC(=O)c2ccccc2)C1OC(=O)c1ccccc1)c1ccccc1 (stereo not given)
 : -9, -22, -13, -19, -3, -13
- O/N=C1\CCCc2c1ccc1ccccc21
 : -20, -5, -17, -24, -12, -15
- CCSCC1C=CC(n2cnc3c(N)ncnc32)O1 (stereo not given)
 : -29, -10, -22, 0, 6, 10
- NC(=O)C(O)C(O)C(O)C(O)C(N)=O (stereo not given)
 : -8, 21, 21, -5, 14, 18
- COC(=O)C(CSCc1ccccc1)NC(=O)C(CC(N)=O)NC(=O)OCc1ccccc1 (stereo not given)
 : -2, 14, -13, 19, 1, -5
- Nc1nccc(CC(O)(c2ccccc2)c2ccccc2)n1
 : -1, 10, 14, -38, -39, 22
- C/C(=N\NC(=O)CC(=O)N(C(=O)c1ccccc1Cl)c1ccc(C)cc1)c1ccc(Cl)cc1
 : -9, 0, -25, -16, -4, -6
- CCO/C=C1\SC(=S)N(c2ccccc2C)C1=O
 : -21, 10, nt, nt, nt, 5
- CCOC(=O)C(=O)/C(=C/N1C(=O)CC(=O)NC1=S)C(=O)OCC
 : -47, -20, -25, -14, -35, -11
- O=C(/C=C/NC(=O)OCc1ccccc1)OCc1ccccc1
 : -6, 9, -1, 17, 4, 1
- O=C(Nc1ccc(Cl)cc1Cl)C1C(=O)C(=O)N(c2ccc(Cl)cc2Cl)C1=O (stereo not given)
 : -10, 11, -1, 26, 1, 14
- CCCC(CNC(=O)c1ccccc1)(c1ccccc1)c1ccccc1
 : 11, -12, 23, -9, 25, 10
- CCOC(=O)C(NC(=O)c1ccccc1)(c1ccc(S(=O)(=O)Nc2onc(C)c2C)cc1)C(F)(F)F (stereo not given)
 : -9, 7, -19, -12, -11, -4
- CCCCc1ccc(-n2cnc3c(=O)[nH]c(N)nc32)cc1
 : 29, 5, -8, 0, 31, 26
- CC(=O)c1cc(O)ccc1O
 : -10, -6, 10, -11, -3, 2
- C(=C/c1nnc2ncccn12)/c1ccccc1
 : -5, -14, -2, -16, 0, -5
- OCCNNCCO
 : 1, 13, -15, -9, 15, 2
- CCOC(=O)c1c(-c2ccc(OC)cc2)c(C#N)c(=S)n(C2OC(COC(C)=O)C(OC(C)=O)C(OC(C)=O)C2OC(C)=O)c1C (stereo not given)
 : 3&12, 19&25, 35&12, 22&-25, 15&2, 34&24
- O=C(NC(CSCc1ccccc1)C(=O)NC(Cc1ccc(O)cc1)C(=O)O)OCc1ccccc1 (stereo not given)
 : -32, -30, -10, 0, 5, -7
- COc1nc(N)nc(Cl)n1
 : 11, -3, -14, 17, -14, 0
- CC(C)(C)NC(=O)CCC1C(NC(=O)C(C)(C)C)C2(Cl)C(Cl)=C(Cl)C1(Cl)C2(Cl)Cl (stereo not given)
 : -4, -4, -5, 5, -3, -3
- CCCCCCCNC(=O)C(Cl)Cl
 : -17, 8, -7, -3, 40, 7
- CN(C)CCNC(=O)c1nc([N+](=O)[O-])cn1C
 : 4, 32, -2, 7, 20, -69
- S=C(NCN1CCOCC1)NCN1CCOCC1
 : 6, -15, -5, -3, 2, -16
- Cn1c(N)cc(=O)nc1N
 : 2, -8, 6, 11, -1, 8
- O=C1NC(=O)C(CN2C(=O)/C(=C/c3cccc(O)c3)SC2=S)C(=O)N1
 : -21, -55, -30, -21, -20, -72
- Oc1c(Cl)cc(Cl)cc1/C=C1\C=Nc2ccccc21
 : 15, 3, -14, 14, 5, 5
- CCCC(O)C(NC(=O)CCl)C(=O)O (stereo not given)
 : 19, 11, 7, -21, 9, 5

Three neighbouring records already listed:
Each structure is followed by: mec2-1, rad50, sgs1 mgt1, yeast cln2 rad14, yeast bub3, mlh1 rad18
- COc1cc2c(cc1OC)C(=O)N(c1ccc(O)cc1)C2=O
 : -18, -8, -8, 21, 12, 4
- O=C(Nc1ccc(Cl)cc1)c1cc2cc(N=Nc3ccc(Br)cc3)ccc2oc1=O
 : 10, -18, -13, -2, -24, -7
- CCOC(=O)c1cnc(SC)nc1Nc1ccc(C)cc1C
 : 6, 9, 3, -6, -2, -4

Continuation:
Each structure is followed by: mec2-1, rad50, sgs1 mgt1, yeast cln2 rad14, yeast bub3, mlh1 rad18
- CC(C)C12CCC3(CCC4C(C)(C(=O)O)CCCC4(C)C3C1)C(CN)C2 (stereo not given)
 : 95*, 97*, 95*, 98*, 96*, 93*
- O/N=C1\CCc2cc3c(cc21)CCC3
 : 6, 3, 7, -10, -1, 3
- O=C1C=CC(=O)C(Sc2ccccc2)=C1
 : 99*, 97*, 89*, 93*, 94*, 95*
- O=C(NOC(=O)c1ccc([N+](=O)[O-])cc1)c1ccc(Cl)cc1
 : 93*, 92*, 91*, 89*, 90*, 90*
- CSc1ncc(C(N)=O)c(N)n1
 : -13&4, 12&-2, -10&-3, -12&-38, -13&-7, 13&2
- NCCC(=O)NC(Cc1cnc[nH]1)C(=O)O (stereo not given)
 : -6, -10, -4, -7, -5, -5
- CCNc1nc(C)nc2c1cnn2-c1ccc(C)cc1
 : -3, 6, 25, -28, -22, 7
- FC1C2=C(SC1(F)F)C1CCC2C1 (stereo not given)
 : -2, 5, 28, 18, -4, 13
- COc1cc(CCC(=O)NS(=O)(=O)c2ccccc2)cc(OC)c1OC
 : 2, 4, -7, -3, -4, 10
- Cc1cc([N+](=O)[O-])c2ncccc2c1
 : -8, -12, -3, -33, -16, -7
- CC(=S)N/C=C(/c1ccc(Cl)cc1Cl)S(=O)(=O)Cc1ccc(Cl)cc1Cl
 : -12, 6, -12, -2, -2, -7
- COC(=O)[C@@]12OC[C@]34[C@H]([C@@H](O)[C@@H]1O)[C@@]1(C)CC(=O)C(O)=C(C)[C@@H]1C[C@H]3OC(=O)[C@H](OC(=O)C(Cc1ccccc1)NC(=O)OC(C)(C)C)[C@@H]24 (stereo not given in full)
 : 79*, 86*, 87*, 86*, 83*, -66
- COc1cc(O)ccc1C(=S)SC
 : 30, 85*, 42, 9, -7, 31
- COc1c(O)ccc2c1CN1CCc3cc4c(cc3C1C2)OCO4 (stereo not given)
 : 21, 66, 49, -16, 51, 72*
- Cc1ccc(-c2cc(=O)c3cc(C)c(C)c(C#N)c3o2)cc1
 : -6, -10, -14, -2, -22, 6
- CCc1cc(Cc2cc(CC)c(NC(=O)C(=O)CC(=O)c3sc(-c4cccnc4)nc3C)c(CC)c2)cc(CC)c1NC(=O)C(=O)CC(=O)c1sc(-c2cccnc2)nc1C
 : -27, -27, -28, 0, -36, -20
- CCC(=O)Nc1cc(C(C)C)ccc1C
 : 25, 7, 1, -54, -19, -19
- CC1=C(C(=O)Nc2c(C)cccc2C)C(c2ccc3c(c2)OCO3)C(C(=O)Nc2c(C)cccc2C)=C(C)N1
 : 87*, 82*, 86*, 80*, 88*, 83*
- CCC(C)NC(=O)Nc1ccccc1Cl (stereo not given)
 : -19, -4, -7, -52, 3, -1
- O.O.[Cl][Pt+2][Cl].[NH-]CC1(C[NH-])CCCCC1
 : 6, 10, 12, 18, 9, -30
- CCCCC(=O)N[C@H]1C[C@H]2CC[C@@]1(C)C2(C)C
 : 8, -23, -17, -4, 11, -12
- CC(C)(SC(=N)N)B(O)O
 : -12, -3, -7, 9, -8, -8
- CN(C)C1=NS(=O)(=O)N=C(N(C)c2ccccc2)O1
 : 7, 14, 6, 17, 8, 10
- O=C(Cn1ccnc1[N+](=O)[O-])N(CCO)CCO
 : 0, -6, -7, 5, -24, -23
- CC(C)N=Cc1cc(I)cc(I)c1O.CC(C)N=Cc1cc(I)cc(I)c1O.[Co]
 : 98*, 97*, 97*, 96*, 96*, 97*
- O=C(O)C1(C(=O)O)CCOCC1
 : -12, -17, -14, 7, 6, -10
- CCOC(=O)/C(=C\c1ccccc1)NC(=O)c1ccccc1
 : -3, 5, -2, 7, 20, 5
- COc1cccc2c1ccc1nonc12
 : -4, 0, -2, -50, -19, 2
- COC(=O)C1C(C(=O)OC)C(C(=O)OC)C1C(=O)OC (stereo not given)
 : 0, 2, 0, 10, 1, 27
- O=C(/C=C/c1ccc(OCc2ccccc2)c(OCc2ccccc2)c1)OCc1ccccc1
 : -10, -12, -5, -34, -3, -35
- N#CCc1cccc(Cl)c1Cl (tested in a mixture with another compound)
 : -15, 7, 4, -22, 14, -8
- O=C(OCc1ccccc1)C1CC1 (tested in a mixture with another compound)
 : 15, 12, 15, 6, 21, 25
- O=C1c2ccccc2C(=O)N1CCn1nc(-c2ccccc2)cc(-c2ccccc2)c1=O
 : -2, 2, -26, 8, 39, -9
- CC1CC(=O)Nc2nc3ccccc3n21 (stereo not given)
 : 7, 7, -25, -45, -22, -29
- CC(=O)Cc1ccc(Cl)cc1[N+](=O)[O-]
 : 6, -15, -8, -24, -10, 2
- C=CC12c3c4cc(OC)cc3OC1C(O)CCC2CC4 (stereo not given)
 : 9, -8, -6, 10, 4, 6
- CCN(CCN1CCCCC1)c1ccccn1
 : 1, 11, 11, -36, 7, -11
- [N-]=[N+]=Nc1ccccc1C(=O)NCc1cnc(N)nc1N
 : 18, -3, 22, -26, -2, 25
- COc1c(Cl)c(Cl)c2ncc(Cl)cc2c1Cl
 : -3, -4, -4, -29, 15, -15
- O=C(O)C1CCN(C(=O)Cc2ccccc2)CC1
 : -2, -12, -2, -6, 0, -15
- NC(=O)C1C(c2ccccc2)=C(c2ccccc2)c2ccccc21 (stereo not given)
 : 11, -11, 3, 10, -2, -5
- O=C1/C(=c2\c3ccccc3n3c(=O)c4ccccc4nc23)Nc2ccccc21
 : 1, 4, 7, -2, 2, 12
- COCCCN1C(=O)C2c3[nH]c4ccccc4c3C3CCC(C(C)(C)C)CC3C2C1=O (stereo not given)
 : 9, 35, 22, 45, 35, 50
- S=c1[nH]n(-c2ccccc2)c(=S)s1
 : -41, -29, -5, -1, 15, -23
- CC(C)(O)CCNc1ncnc2c1ncn2C1OC(CO)C(O)C1O (stereo not given)
 : -2, 2, 10, -7, 14, 14

Rows are unselected, and some 14% of all compounds hit somewhere here.
